GPR55 activation = GPR55 agonists via beta-arrestin recruitment, primary screen, imaging, U2OS cells, beta-arrestin-GFP redistribution (AID 1961). U2OS GPR55 beta-arrestin-GFP redistribution imaging; higher % means a stronger effect. one-dose activation, % at 10 µM; EC50 in µM for titrated hits. 0.048% of 290,000 active;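 active = activation above 40% with more than 50 cells counted in the well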;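 also: U2OS osteosarcoma cells stably expressing GPR55 and beta-arrestin-GFP; plate controls were DMSO negative control for no effect and LPI positive control for full effect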
West Nile antiviral = West Nile virus antiviral activity, cell-based, CPE readout (AID 1621); West Nile virus-infected cells, CPE inhibition; higher % means a stronger effect; one-dose CPE inhibition, % at 10 µM; IC50 in µM for titrated hits; 0.02% of 290,000 active; in the data active = a potency from the dose series; also: strong numbers were not always called active
KOR beta-arrestin-1 = KOR antagonists, beta-arrestin recruitment, cell-based, luminescence, uHTS (AID 1778); KOR beta-arrestin recruitment, luminescence, antagonist mode; higher % means a stronger effect; inhibition, % at 10 µM, or IC50 in µM where a hit was titrated; 0.091% of 290,000 active; in the data active = inhibition above about 50%; also: strong numbers were not always called active
KOR beta-arrestin-2 = KOR agonists, beta-arrestin recruitment, primary screen, cell-based, luminescence, uHTS (AID 1777) | activation, % at 10 µM, or EC50 in µM where a hit was titrated | KOR beta-arrestin recruitment, luminescence; higher % means a stronger effect | 0.02% of 280,000 active; in the data active = activation above about 50%, passing the limit was not always enough; also: a part of the inactive calls stands beside numbers as strong as those of hits
Salmonella PhoP GFP = inhibitors of PhoP regulon expression, primary screen, Salmonella Typhimurium, GFP reporter (AID 1863) | S. Typhimurium PhoP-regulated promoter GFP reporter, 4 h; higher % means a stronger effect | inhibition, % at 50 µM, or IC50 in µM where a hit was titrated | 0.16% of 300,000 active;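 active = inhibition over 29.93%, a cutoff 3 SD above the screen mean, later confirmed by dose response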;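 also: 0% = low Mg2+ inducing control and 100% = high Mg2+ repressing control; strong numbers were not always called active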
GPR55 antagonists = GPR55 antagonists blocking LPI-driven arrestin recruitment, primary screen, imaging, U2OS, beta-arrestin-GFP, LPI agonist (AID 2013); U2OS GPR55 beta-arrestin-GFP translocation imaging, LPI antagonism; higher % means a stronger effect; inhibition, % at 10 µM; hits with a dose series show IC50 in µM; 0.13% of 290,000 active;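 active = spots per cell inhibited over 60%, with over 100 cells counted and total cytoplasm intensity under 500,000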;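 also: U2OS cells stably carrying GPR55 and arrestin-GFP stimulated by 5 µM LPI near EC80; imaged beta-arrestin-GFP aggregate spots per cell after agonist stimulation; plate controls were LPI-stimulated DMSO wells for no effect and DMSO wells without LPI for full effect; some results filed as inactive read as strong as hits; confirmed hits need IC50 under 10 µM and bright autofluorescent wells are also inconclusive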
GPR35 arrestin U2OS = inhibition of zaprinast-stimulated GPR35 beta-arrestin translocation – imaging, U2OS, beta-arrestin-GFP, zaprinast agonist, primary screen (AID 2058); U2OS GPR35 beta-arrestin-GFP translocation imaging, zaprinast antagonism; higher % means a stronger effect; inhibition, % at 10 µM, or IC50 in µM where a hit was titrated; 0.052% of 290,000 active;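 active = inhibition of at least 50% with at least 30 cells and total cytoplasm GFP at most 10,000,000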
T cell HTS = T cell immune modulation candidate. 2C CD8+ T cell-vesicle binding, flow cytometry; stronger effect = lower value. calls only at 7 µM. 0.068% of 330,000 active;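 active = response, share of CD8 T cells binding vesicles, and their 90th percentile fluorescence all below set limits, cut at about 80% in these data, passing the limit was not always enough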
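material = purified 2C TCR transgenic mouse naive CD8+ T cells | controls = Unloaded micro-vesicles (low), QL9 vesicles with 0.7% DMSO (high) | detection = cytometric PE anti-B7-1 and Alexa647 anti-CD8 signals after 1% paraformaldehyde fixation | incubation = binding step 1.5 h, 37 °C, antibody labelling 20 min, ice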
NTR1 ag = agonists of NTR1, primary screen, imaging, U2OS cells, beta-arrestin-GFP, high content (AID 493036) | P30989 | NTR1-U2OS beta-arrestin-GFP spot imaging, agonist mode | activation, % at 20 µM | 0.17% of 330,000 active;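 active = activation at or above 40% of the spot to cytoplasm intensity ratio, with at least 20 cells analyzed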;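 also: 0% = DMSO without peptide and 100% = 100 nM NTR1 peptide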
Target sequence (P30989 whole entry, looked up): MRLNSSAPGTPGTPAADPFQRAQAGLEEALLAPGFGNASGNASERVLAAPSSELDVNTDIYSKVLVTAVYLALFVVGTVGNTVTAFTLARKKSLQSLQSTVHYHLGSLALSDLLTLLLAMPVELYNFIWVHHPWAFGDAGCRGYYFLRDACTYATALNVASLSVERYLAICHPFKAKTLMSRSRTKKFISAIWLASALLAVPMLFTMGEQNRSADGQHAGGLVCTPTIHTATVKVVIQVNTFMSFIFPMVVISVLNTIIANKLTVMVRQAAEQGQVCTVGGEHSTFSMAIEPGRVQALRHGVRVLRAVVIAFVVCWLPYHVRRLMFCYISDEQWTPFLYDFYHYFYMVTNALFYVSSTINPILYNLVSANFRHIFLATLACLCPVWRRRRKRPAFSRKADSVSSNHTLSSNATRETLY
T cell HTS vesicle-bound % = further read-out of T cell HTS, marked with its call; double positive events, %; measured here: CD8+ vesicle-bound cell fraction;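 binding gate set so that unloaded-vesicle control wells show 10% double positive cells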
NTR1 ag cell count 20 µM = also measured in NTR1 ag; calls as there; cell count; measured here: cell count, cytotoxicity flag
Numbers without * were called inactive; i = inactive; nt = no result given; [ ] = dose if it differs, or a comment.

Results follow in this order: West Nile antiviral	KOR beta-arrestin-2	GPR55 activation	Salmonella PhoP GFP	NTR1 ag	T cell HTS	KOR beta-arrestin-1	GPR35 arrestin U2OS	T cell HTS vesicle-bound %	GPR55 antagonists	NTR1 ag cell count 20 µM
- Cc1cc(C)c(C)c(S(=O)(=O)Nc2ccccc2C(=O)NCCCn2ccnc2)c1C
 : -0.2%	-3.5%	-0.1%	4%	nt	nt	6%	-5%	nt	-6%	nt
- CCCc1cc(=O)oc2cc(OCC(=O)NCCCN3CCCC3=O)ccc12
 : -0.4%	3.5%	-0.1%	4%	0.3	i	-15%	20%	10	0%	63
- COc1ccc(C2NC(=O)NC(C)=C2C(=O)OC2CCCC(C)C2)cc1 (stereo unspecified)
 : -1.0%	-1.5%	0.6%	-1%	0.9	i	-32%[20 µM]	-5%	47	-2%	62
- CCn1c(SCC(=O)N2CCc3ccccc32)nnc1-c1c[nH]c2ccccc12
 : -0.2%	6.3%	-0.1%	-1%	5.2	i	30%	7%	11	-12%	40
- O=C(NCCCNC(=O)C(F)(F)C(F)F)C(F)(F)C(F)F
 : -0.1%	-3.7%	0.4%	7%	0.4	i	-4%	4%	17	-3%	95
- O=[N+]([O-])c1cc(O)c2ncccc2c1
 : -0.8%	-4.2%	-0.2%	28µM*	8.1	i	-6%	-4%	46	6%	56
- COc1ccc(N2C(=O)c3ccccc3NC23CCC(C)CC3)cc1 (stereo unspecified)
 : 0.0%	3.2%	0.0%	0%	1.5	i	-33%	-10%	10	2%	62
- CC(=O)c1cccc(NC(=O)NC2CCCc3ccccc32)c1 (stereo unspecified)
 : -1.0%	-2.4%	0.2%	-9%	0.1	i	9%	-1%	15	-12%	59
- Cc1ccc(C(=O)N2CCN(c3ccc(NC(=O)c4cccs4)cc3)CC2)cc1
 : 0.0%	1.7%	-0.1%	-1%	5.2	i	-21%	-20%	52	-19%	44
- O=S(=O)(c1ccc(C2CCCCC2)cc1)N1CCCC1
 : -1.1%	2.7%	-0.1%	-9%	4.1	i	9%	16%	6	19%	82
- O=C(/C=C/c1ccc(F)cc1)N1CCN(c2ncccn2)CC1
 : -0.9%	0.5%	-0.4%	-7%	1.4	i	2%	4%	59	-12%	54
- N#CCCn1cc(C(=O)Nc2ccccc2Br)c(-c2cc3ccccc3o2)n1
 : 0.5%	-3.3%	-0.2%	-13%	5.6	i	18%	6%	37	-5%	66
- C/C(CC(=O)Nc1cc(C)ccn1)=N\NC(=O)c1cccc(C)c1
 : -0.4%	5.7%	0.1%	6%	-0.1	i	-1%	-8%	13	22%	51
- Cc1ccc(C(=O)CSc2nc3c([nH]2)c(=O)n(C)c(=O)n3C)cc1
 : -0.8%	-6.6%	0.6%	-2%	1.4	i	2%	-7%	36	10%	88
- COc1ccc(/C=N/NC(=O)CCn2cnc(-c3ccccc3)c2-c2ccccc2)cc1
 : -0.1%	1.8%	-0.2%	3%	4.7	i	-60%	0%	40	11%	80
- O=C(NN=C(Cc1ccccc1)Cc1ccccc1)c1ccccc1F
 : -0.3%	-5.4%	1.0%	-10%	1.2	i	13%	-6%	46	8%	60
- O=C(COc1ccccc1F)Nc1ccc(S(=O)(=O)Nc2nccs2)cc1
 : 0.0%	4.3%	0.3%	1%	-0.5	i	-26%	4%	44	1%	52
- O=C(c1cc(-c2cccs2)on1)N1CCCc2ccccc21
 : -0.1%	1.7%	0.3%	7%	-3.2	i	-41%	14%	45	0%	90
- CC1Cc2ccccc2N1C(=O)CCS(=O)(=O)c1cccc2nonc12 (stereo unspecified)
 : 3.2%	-2.2%	0.0%	-1%	-2.0	i	9%	-7%	42	-1%	81
- Cc1cc(/C=C(\C#N)C(=O)O)c(C)n1CCC(C)C
 : 0.2%	0.9%	0.0%	0%	-0.5	i	-2%	7%	23	-7%	53
- O=C(COc1ccc(Oc2ccccc2)cc1)NCc1cn2ccccc2n1
 : -1.1%	-4.3%	-0.4%	0%	2.0	i	-22%	-5%	42	5%	30
- O=C(NCc1cccs1)C1CCCN(S(=O)(=O)c2cnc[nH]2)C1 (stereo unspecified)
 : 0.2%	-4.9%	0.3%	6%	-2.8	i	47%	-12%	34	10%	64
- CCCOc1ccc(CNC(=S)NCc2ccc(OC(C)C)cc2)cc1
 : -1.7%	1.4%	-0.1%	-6%	2.1	i	-10%	5%	54	2%	35
- NC(=O)[C@@H]1CCCN1Cc1nc(Cc2cccc(C(F)(F)F)c2)no1
 : -0.8%	-1.5%	0.1%	2%	-1.3	i	-44%	-3%	36	12%	40
- CCOc1ccc(N2C(=O)CC(N(CCc3ccc(OC)c(OC)c3)C(=S)Nc3ccccc3)C2=O)cc1 (stereo unspecified)
 : -1.5%	-3.9%	-0.2%	-16%	13	i	-40%	-9%	4	10%	56
- NC(=O)N/N=C/c1ccc2cccc(OCc3ccccc3)c2n1
 : 0.3%	3.9%	0.4%	2%	0.8	i	-16%	-1%	10	26%	42
- O=C(O)CC(NC(=O)COc1ccc(Cl)cc1Cl)C(=O)O (stereo unspecified)
 : 1.1%	-3.5%	-0.2%	-10%	-1.7	i	-10%	23%	56	-1%	60
- CC(CN1CCN(C)CC1)OC(=O)c1cccc(F)c1 (stereo unspecified)
 : 0.3%	-3.4%	0.4%	-5%	0.0	i	-39%[20 µM]	-14%	65	5%	65
- CCN(CC)CCN(C(=O)c1cc2ccccc2cc1OC)c1nc2ccc(F)cc2s1
 : -1.6%	-3.6%	-0.2%	3%	-0.2	i	-3%	-1%	54	16%	52
- COc1ccccc1-c1cc(N)n(S(=O)(=O)c2ccc(F)c(C)c2)n1
 : -0.1%	5.7%	-0.5%	10%	1.4	i	30%	-4%	32	3%	82
- CCC1CN(C(=O)N2CCC(C(=O)NCc3ccc(F)cc3)CC2)c2ccccc2O1 (stereo unspecified)
 : -0.2%	-2.2%	-0.2%	-3%	0.5	i	-20%	-8%	10	6%	55
- O=C(CSc1nnc(CN2CCOCC2)n1-c1ccccc1)Nc1ccc(Cl)cc1
 : -0.7%	-3.6%	0.3%	-1%	-1.7	i	8%	4%	34	1%	58
- COCCOC(=O)C1=C(C)NC(=O)NC1c1ccc(OC(=O)c2ccco2)c(OC)c1 (stereo unspecified)
 : -0.1%	-3.1%	-0.1%	-8%	-0.4	i	-14%	8%	52	26%	45
- CCc1ccccc1-n1c(SCC(=O)N2CCCC2)nc2[nH]ncc2c1=O
 : 0.3%	1.8%	0.2%	-1%	1.0	i	-33%	8%	46	-1%	38
- O=C(CNCC1CCCO1)N1CCCc2ccccc21 (stereo unspecified)
 : -0.3%	-3.2%	-0.1%	18%	1.6	i	5%	-8%	36	4%	48
- O=C(NCc1ccc2c(c1)OCO2)c1cc(-n2cnnc2)ccc1Cl
 : -0.5%	-1.5%	-0.1%	-6%	1.1	i	22%	4%	31	9%	65
- O=C(c1cccc(F)c1)N1CCN(S(=O)(=O)Cc2ccccc2)CC1
 : 0.0%	0.0%	-0.1%	2%	-0.3	i	12%	2%	27	-2%	74
- Cc1cc(N2CCN(S(=O)(=O)c3ccc(C)c(C)c3)CC2)c2ccccc2n1
 : 0.6%	-2.0%	-0.1%	25%	21	i	-15%	-10%	13	6%	59
- O=C(NNC(=O)C12CC3CC(CC(Cl)(C3)C1)C2)c1csc(N2CCOCC2)n1
 : 0.5%	1.3%	-0.1%	7%	0.1	i	-8%	3%	28	38%	54
- CC(C)(C)n1cnc2cc(NC(=O)c3cccs3)ccc21
 : -0.3%	-4.9%	0.1%	-4%	0.3	i	-14%	-1%	45	-10%	59
- COc1ccc(OC)c(NC(=O)c2ccc(OC3CSC3)cc2)c1
 : -0.2%	-7.9%	-0.3%	-2%	2.9	i	-3%	-6%	56	3%	61
- C=CCn1c(CCNC(=O)c2ccccc2F)nnc1SCc1nc2ccccc2c(=O)[nH]1
 : -0.2%	-1.2%	-0.1%	-12%	0.4	i	28%	-10%	14	7%	63
- CCC1CCCCN1S(=O)(=O)c1ccc(NC(=O)CSc2ncccc2C(=O)O)cc1 (stereo unspecified)
 : -0.3%	6.7%	-0.3%	18%	1.3	i	24%	-3%	20	-7%	46
- Cc1cc(C)n2nc(SCc3cc(=O)oc4cc(C)c(C)cc34)nc2n1
 : nt	-0.3%	-0.2%	1%	1.6	i	18%	8%	53	-5%	41
- CC(C)(C)OC1NS(=O)(=O)OCC1NCOC(Cl)(Cl)Cl (stereo unspecified)
 : -0.7%	9.9%	-0.3%	nt	-2.8	i	-42%[20 µM]	3%	34	-7%	89
- COc1ccccc1N1CCN(C(=O)C2CCN(C(=O)c3ccccc3C)CC2)CC1
 : -0.6%	-0.4%	-0.1%	0%	0.8	i	8%	-6%	56	5%	56
- O=C(Nc1ccc(F)cc1)C1CC(=O)N(Cc2ccco2)C1 (stereo unspecified)
 : 0.3%	3.1%	-0.1%	-1%	1.4	i	3%	-12%	20	13%	68
- O=C(COc1ccc(S(=O)(=O)N2CCOCC2)cc1)N1CCc2ccccc2C1
 : -0.2%	-1.1%	-0.3%	2%	-1.0	i	44%	10%	54	2%	65
- Cc1nc(-c2ccc(Cl)cc2)sc1C(=O)CBr
 : 1.0%	-1.1%	-0.3%	11%	-0.1	i	-3%	10%	46	-7%	92
- O=C(CCC1CCCC1)N1CCC(N2CCN(c3ccccc3)CC2)CC1
 : -0.9%	-3.9%	0.0%	-2%	-0.3	i	-5%	0%	44	-5%	72
- Cc1c(C(=O)Nc2ccc(OCc3ccccc3)cc2)cccc1[N+](=O)[O-]
 : -0.1%	5.6%	0.4%	15%	1.4	i	-28%	-5%	9	5%	76
- COc1ccc(OCc2nnc(SCC(=O)c3ccccc3)o2)cc1
 : -0.3%	-9.4%	0.3%	4%	1.7	i	-23%[20 µM]	3%	21	8%	55
- COc1ccc(N2CCN(C(=O)COc3ccc4c(C)cc(=O)oc4c3C)CC2)cc1
 : -0.7%	-4.8%	-0.1%	-4%	0.6	i	0%	-2%	9	-4%	66

Entries of single compounds, looked up by structure. Values in the order: West Nile antiviral, KOR beta-arrestin-2, GPR55 activation, Salmonella PhoP GFP, NTR1 ag, T cell HTS, KOR beta-arrestin-1, GPR35 arrestin U2OS, T cell HTS vesicle-bound %, GPR55 antagonists, NTR1 ag cell count 20 µM
Listed for O=C(NCc1ccc2c(c1)OCO2)c1cc(-n2cnnc2)ccc1Cl → -0.5%, -1.5%, -0.1%, -6%, 1.1, i, 22%, 4%, 31, 9%, 65
Listed for COc1ccc(N2CCN(C(=O)COc3ccc4c(C)cc(=O)oc4c3C)CC2)cc1 → -0.7%, -4.8%, -0.1%, -4%, 0.6, i, 0%, -2%, 9, -4%, 66

Screening results from PubChem.
